HTRA1 inh: HTRA1 (human) protease inhibition; Q92743; recombinant HTRA1, FP-rhodamine activity-based probe, fluorescence polarization; inhibition, % at 5.96 µM; 340,000 tested, 0.5% active; AID 504803; in the data active means inhibition above about 36%;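 further: 0% = enzyme with DMSO and 100% = wells lacking enzyme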
Target sequence (Q92743 whole entry, looked up): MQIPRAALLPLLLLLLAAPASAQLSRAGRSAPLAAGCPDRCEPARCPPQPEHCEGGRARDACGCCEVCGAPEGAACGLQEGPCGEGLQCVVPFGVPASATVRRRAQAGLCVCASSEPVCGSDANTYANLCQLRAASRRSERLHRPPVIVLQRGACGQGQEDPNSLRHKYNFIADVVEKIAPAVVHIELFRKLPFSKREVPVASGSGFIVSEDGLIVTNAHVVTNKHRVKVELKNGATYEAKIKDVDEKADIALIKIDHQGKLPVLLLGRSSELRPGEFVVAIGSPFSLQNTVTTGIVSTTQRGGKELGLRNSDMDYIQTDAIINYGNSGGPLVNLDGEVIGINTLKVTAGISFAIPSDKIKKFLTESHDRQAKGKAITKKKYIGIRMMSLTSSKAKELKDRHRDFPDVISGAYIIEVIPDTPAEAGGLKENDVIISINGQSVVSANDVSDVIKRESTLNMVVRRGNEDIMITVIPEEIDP
LEDGF integ inh: blocks HIV-1 LEDGF/p75-dependent DNA integration. TR-FRET IN-LEDGF/p75 DNA integration, Eu/Cy5. inhibition, % at 3.7 µM. 370,000 tested, 0.64% active;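 active means inhibition above the screen-wide mean plus 3 SD, cut at about 13% in these data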;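 further: signal is the Cy5 over europium emission ratio at 671 and 618 nm; 0% = plate median of compound wells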
rCAG binder: r(CAG) repeat RNA binding; TO-PRO-1 dye displacement fluorescence; inhibition, % at 3 µM; 370,000 tested, 1.3% active;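 active means inhibition above the plate cutoff, the mean of all test compounds on that plate plus 3 SD, cut at about 35% in these data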;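 further: 0% = DMSO alone and 100% = 100 µM mitoxantrone as full dye displacement; higher means more dye released from RNA so lower well fluorescence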
SIAE primary: blocks human sialic acid acetylesterase. Q9HAT2. SIAE FP-Rh probe binding, fluorescence polarization. inhibition, % at 9.66 µM. 370,000 tested, 0.69% active. AID 1053197;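 active means inhibition above a cutoff: mean of compounds within the control limits plus 3 SD of those, cut at about 17% in these data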;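 further: 0% = plate median of compound wells and 100% = probe without SIAE protein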
TCR-CD3 inh: blocks the human TCR-CD3 interaction; TAMRA-labeled TCR probe fluorescence, biochemical; inhibition, % at 9.4 µM; 360,000 tested, 0.37% active; AID 651800; in the data active means inhibition above about 19%;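 further: recombinant mutant TCR 2C K166C tagged with TAMRA read by polarization; 0% = receptor in buffer alone and 100% = receptor with positive control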
mABHD4 FP: inhibits mouse alpha/beta hydrolase domain 4; 370,000 tested, 0.54% active; AID 720543; inhibition, % at 8.92 µM; purified mABHD4, FP-Rh probe fluorescence polarization;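 active means inhibition exceeding the mean over every tested compound plus 3 SD, cut at about 30% in these data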;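 further: 0% = plate median of compound wells and 100% = S159A mutant with DMSO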
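Assay system: wild-type mouse ABHD4 protein; compound: single nominal dose of 8.92 µM, 0.89% DMSO final; schedule: 45 min + 60 min at 25 °C; measured by: FP readout, ex 525 nm / em 598 nm; evaluation: % inhibition of FP-Rh probe binding versus controls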
TDP2 inh: TDP2 (human) inhibition, absorbance primary screen. 370,000 tested, 0.34% active. O95551. AID 720702. inhibition, % at 12.8 µM. recombinant TDP2, T5PNP hydrolysis, p-nitrophenol absorbance 415 nm;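 active means inhibition above the mean of all tested compounds plus 3 SD, set per campaign, cut at about 25% in these data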;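 further: 0% = DMSO with enzyme and 100% = buffer with substrate but no TDP2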
Target sequence (O95551 whole entry, looked up): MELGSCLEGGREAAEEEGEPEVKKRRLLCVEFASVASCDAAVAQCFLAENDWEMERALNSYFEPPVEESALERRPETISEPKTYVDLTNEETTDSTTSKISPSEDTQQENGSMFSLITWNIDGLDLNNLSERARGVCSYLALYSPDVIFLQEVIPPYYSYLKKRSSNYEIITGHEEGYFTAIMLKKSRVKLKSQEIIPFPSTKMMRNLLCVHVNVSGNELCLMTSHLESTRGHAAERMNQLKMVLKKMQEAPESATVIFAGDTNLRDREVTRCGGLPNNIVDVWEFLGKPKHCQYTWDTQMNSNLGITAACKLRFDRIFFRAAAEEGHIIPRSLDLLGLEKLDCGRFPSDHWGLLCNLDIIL
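Assay system: recombinant human TDP2 / Reagent: T5PNP substrate at 5 mM, a TopII-DNA adduct mimic / Measured by: epi absorbance from released p-nitrophenol / Evaluation: % inhibition relative to enzyme-containing and enzyme-free wells / Control set: enzyme-free and DMSO wells / Replicates: each compound tested once, singlicate / Schedule: enzyme reaction with compound for 2 h at 37 °C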
PRMT1 FP inh: inhibitors of human PRMT1 | Q99873 | 370,000 tested, 1.3% active | recombinant PRMT1, activity-based probe fluorescence polarization | inhibition, % at 2.79 µM;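 active means inhibition above about 21% made by adding two undisclosed values, limit read from the data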
GC-B act: GC-B (human) receptor activation. P20594. HEK293-GC-B cells, CNP EC30, cGMP TR-FRET; 0% at EC30 CNP, 100% saturating CNP. activation, % at 10 µM. 370,000 tested, 0.11% active. AID 1920062;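 active means activation at 10 µM reaching about 35% in either raw or pattern-adjusted values, limit read from the data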
MBD2 inh: MBD2-methylated oligo binding inhibition | inhibition, % at 4.4 µM | 370,000 tested, 0.31% active | AID 686964 | Q9UBB5 | TR-FRET, MBD2 binding to methylated oligonucleotide; in the data active means inhibition above about 13%
Active calls of the source: *; nt = not tested or not shown.

Start of the data: the first 6 entries, ahead of the listing:
SMILES	HTRA1 inh	LEDGF integ inh	rCAG binder	SIAE primary	TCR-CD3 inh	mABHD4 FP	TDP2 inh	PRMT1 FP inh	GC-B act	MBD2 inh
COc1ccc(CNC(=O)c2ccc3c(c2)N(C)CCS3)cc1	2	-7	3	7	0	1	2	5	4	-2
CCC1NC(=O)c2cc3ccccc3cc2-n2c1nc1cc(F)ccc1c2=O (stereo not given)	-6	-4	2	-10	10	-3	-2	0	7	0
C=CC[C@@H](CC(=O)N[C@@H](CO)Cc1ccccc1)C(=O)N[C@H](COC(=O)[C@H](CC=C)CC(=O)OC(C)(C)C)Cc1c[nH]c2ccccc12	-24	-3	-11	2	0	-10	-18	1	-11	2
Nc1nc(-c2ccc(NC(=O)c3ccco3)cc2)cs1	-8	12	12	-15	-12	-4	-12	11	4	-7
O=C1CSC(c2ccccc2F)N1c1cc(Cl)ccc1O (stereo not given)	2	0	1	8	-2	-6	-3	1	nt	-7
COc1ccc(-c2csc(C(O)c3ccc(F)cc3)n2)cc1 (stereo not given)	nt	-4	-1	-1	-3	-2	-9	2	0	4

Results, from the first entry:
SMILES	HTRA1 inh	LEDGF integ inh	rCAG binder	SIAE primary	TCR-CD3 inh	mABHD4 FP	TDP2 inh	PRMT1 FP inh	GC-B act	MBD2 inh
COc1ccc(CNC(=O)c2ccc3c(c2)N(C)CCS3)cc1	2	-7	3	7	0	1	2	5	4	-2
CCC1NC(=O)c2cc3ccccc3cc2-n2c1nc1cc(F)ccc1c2=O (stereo not given)	-6	-4	2	-10	10	-3	-2	0	7	0
C=CC[C@@H](CC(=O)N[C@@H](CO)Cc1ccccc1)C(=O)N[C@H](COC(=O)[C@H](CC=C)CC(=O)OC(C)(C)C)Cc1c[nH]c2ccccc12	-24	-3	-11	2	0	-10	-18	1	-11	2
Nc1nc(-c2ccc(NC(=O)c3ccco3)cc2)cs1	-8	12	12	-15	-12	-4	-12	11	4	-7
O=C1CSC(c2ccccc2F)N1c1cc(Cl)ccc1O (stereo not given)	2	0	1	8	-2	-6	-3	1	nt	-7
COc1ccc(-c2csc(C(O)c3ccc(F)cc3)n2)cc1 (stereo not given)	nt	-4	-1	-1	-3	-2	-9	2	0	4
O=C1CCCc2oc3ccc(NS(=O)(=O)c4cccc5cccnc45)cc3c21	-7	4	3	-1	5	2	1	-2	-3	-2
CC1CCCCN1C(=O)CSc1nc2ccccc2[nH]1 (stereo not given)	1	-4	3	2	-1	4	6	0	2	-4
Cc1cccnc1C1=NOC(Cc2ccccc2)C(=O)N1Cc1ccc2c(c1)OCO2 (stereo not given)	nt	-4	-1	0	-4	-3	1	10	-8	-4
C[C@]1(CO)CCC[C@@]2(C)C1CC[C@@H](CO)[C@@H]2CCc1ccoc1 (stereo not given in full)	-24	10	-7	-9	-6	-8	-12	-2	-1	-6
CCOc1cc(/C=N/NC(=O)c2ccc3c(c2)OCCO3)cc(Br)c1O	3	6	11	0	-2	11	-3	-1	-6	-8
Cc1ccn(CC(=O)NC2CCCN(Cc3ccc(CC(C)C)cc3)C2)n1 (stereo not given)	-1	0	-12	1	5	-5	3	0	-1	0
Cc1cccc(CCNC(=O)CCNS(=O)(=O)c2cc(Br)cnc2N)c1	-5	-1	-6	2	-4	0	7	-3	-1	6
Cc1ccc(S(=O)(=O)N(C)C)cc1NC(=O)c1cc(-c2ccncc2)nc2ccccc12	13	-3	13	-3	5	3	-13	0	0	4
CC(C(=O)OCC(=O)Nc1ncc(Cl)cc1Cl)N1C(=O)c2ccccc2C1=O (stereo not given)	5	2	6	6	-5	-4	-4	0	-3	4
CCN(CC(=O)NCc1cccs1)C(=O)c1cccc(S(=O)(=O)NCc2ccccc2)c1	1	5	-2	0	5	5	7	-4	-2	-6
O=[N+]([O-])c1ccc(Oc2c(F)c(F)nc(N3CCCC3)c2F)cc1	-11	2	3	3	0	3	-3	0	-2	-4
CN(C)c1cccc(C(=O)NCc2ccc3c(c2)OCO3)c1	4	-2	2	7	0	2	14	-6	-4	0
Cc1cccc(COCC(CC(C)C)N2CCN(C(=O)c3ccc(C(C)(C)C)cc3)CCC2=O)c1 (stereo not given)	-42	-4	-9	5	3	0	-2	-3	3	-5
O=[N+]([O-])c1cc(C2Nc3cccc4cccc(c34)N2)ccc1Cl	19	6	21	-15	-5	12	6	9	-4	5
C=CCNC(=S)Nc1sc2c(c1C(N)=O)CCCC2	nt	-3	5	0	-5	8	-5	15	1	1
C=CCNS(=O)(=O)c1ccc(OC)c(C)c1	1	1	-2	3	-3	-4	2	-1	-2	0
O=C(Nc1cccc(C(F)(F)F)c1)C1CCN(S(=O)(=O)c2cccnc2)CC1	-3	1	2	-3	4	2	10	3	2	-2
CC(C)c1ccc(N(CC(=O)NC2CCCC2)C(=O)CCC(=O)Nc2ccccn2)cc1	2	2	1	-2	10	0	5	2	-2	-1
O=C(c1ccc(Br)o1)N1CCN(CCOc2ccccc2)CC1	-3	0	0	13	-3	9	0	-2	-2	2
Continued.
SMILES	HTRA1 inh	LEDGF integ inh	rCAG binder	SIAE primary	TCR-CD3 inh	mABHD4 FP	TDP2 inh	PRMT1 FP inh	GC-B act	MBD2 inh
CC(Cc1ccccc1)N/C=C1/CC(=O)NC1=O (stereo not given)	-5	-2	2	2	2	-3	1	-3	-3	-3
CCOC(=O)c1ccccc1NC(=O)COC(=O)c1ccc(C)c(S(=O)(=O)N2CCOCC2)c1	-1	-1	2	3	6	5	8	-2	-3	-3
Cc1ccccc1CNC(=O)CCC(=O)N1Cc2ccccc2Oc2ncccc21	3	1	-2	-5	-6	0	-1	3	-6	-2
N#Cc1ccc(N)cc1OCCCN1CCCCC1	4	0	0	-4	0	5	3	0	-5	7
Cc1cc(C)cc(C(=O)Nc2ccc3[nH]c(=O)[nH]c3c2)c1	-32	0	-1	1	6	5	3	-3	-8	0
O=C(COC(=O)c1cc(=O)c2ccccc2o1)Nc1c(F)c(F)c(F)c(F)c1F	5	-2	0	5	4	-3	7	0	-2	3
O=C(c1ccncc1)N(Cc1ccccc1)Cc1nc2ccccc2c(=O)[nH]1	4	-4	2	-4	5	-6	-10	0	-1	4
O=C(NCC1CCCO1)c1cc2c([nH]c3ccccc32)c(-c2ccc(F)cc2)n1 (stereo not given)	-90	-1	13	-38	-3	-34	-6	-2	18	3
Cc1cc(C)c(C(=O)C(C)OC(=O)c2ccc(Cl)nc2)cc1C (stereo not given)	-10	-1	-7	2	4	-5	10	-2	-2	2
Cc1ccc(-n2nc(-c3ccco3)cc2C(=O)O)c(C)c1	14	5	22	3	1	12	-1	20	2	9
O=C(/C=C/c1ccc(N2CCCCC2)c([N+](=O)[O-])c1)c1ccc(O)cc1	-9	5	20	13	-2	-4	7	-2	-6	-6
Cc1cccc(Oc2ccc(NC(=O)C3CC=CCC3C(=O)O)cc2)c1 (stereo not given)	-1	-3	12	4	1	1	4	2	-4	0
Cc1ccc(Cl)cc1NC(=O)c1ccccc1OCC(=O)N1CCOCC1	-6	2	-4	1	-3	-1	11	1	0	2
CCSc1nc(=S)n(-c2ccccc2)c(C)c1C(C)=O	2	-1	2	-1	-5	-2	-1	8	-4	-1
COc1ccc(C=C2SC(=S)N(CCCN3CCOCC3)C2=O)c(OC)c1	-4	-1	4	-4	-7	-19	-1	21	2	-2
C=C1CCN([C@@H](Cc2ccccc2)C(=O)NCCC(C)C)S(=O)(=O)c2ccccc21	-18	0	1	6	-7	-4	-2	-2	1	-2
O=C(N/N=C\c1cccc(Cl)c1)c1ccc(Cn2cc(Br)c([N+](=O)[O-])n2)o1	-23	0	12	-22	3	-10	-6	0	0	-3
O=C(c1ccc(CS(=O)Cc2ccc(Cl)cc2)o1)N1CCN(c2ccc(F)cc2)CC1 (stereo not given)	9	3	-3	-7	5	-5	-20	-2	-5	3
COC(=O)C(Cc1ccccc1)NC(=O)CNC(=O)c1ccc(Br)cc1 (stereo not given)	-5	2	2	-1	-7	-10	-31	-2	-1	-5
COCCN(C(=O)Cn1nnc2ccccc21)C(C(=O)NC1CCCC1)c1cccc(OC)c1OC (stereo not given)	-1	1	-5	6	5	3	7	-1	-1	1
CCn1c2ccccc2c2nnc(SCC(=O)N3CC(C)OC(C)C3)nc21 (stereo not given)	12	-2	-3	-4	-2	7	-3	0	1	-6
O=C1CN(C(=O)c2cnccn2)c2ccccc2N1	-2	-2	2	0	7	11	-1	-4	0	-3
COc1ccc(Cl)cc1NC(=O)COc1ccc(S(=O)(=O)N2CCOCC2)cc1C	-6	-6	0	-4	-2	4	-1	6	-2	-3
CCCS(=O)(=O)c1c(S(=O)(=O)CCC)c2c(C(N)=O)cccn2c1C(=O)c1ccc(F)cc1	3	-6	-1	-4	-5	-3	0	3	1	1
Cc1ccccc1Cn1c(=N)n(CC(=O)c2ccco2)c2ccccc21	-5	2	3	22*	3	6	7	-2	0	-5

Copied from the entries so far (2 entries):
SMILES	HTRA1 inh	LEDGF integ inh	rCAG binder	SIAE primary	TCR-CD3 inh	mABHD4 FP	TDP2 inh	PRMT1 FP inh	GC-B act	MBD2 inh
CC(Cc1ccccc1)N/C=C1/CC(=O)NC1=O (stereo not given)	-5	-2	2	2	2	-3	1	-3	-3	-3
CCOC(=O)c1ccccc1NC(=O)COC(=O)c1ccc(C)c(S(=O)(=O)N2CCOCC2)c1	-1	-1	2	3	6	5	8	-2	-3	-3

Not all compounds are listed (hit frequency here may not be typical).
